C2C12 statin: suppressors of statin myotoxicity in C2C12 myotubes, primary screen, cell-based, single point, plate reader | rescue of ATP level, % at 7.49 µM | C2C12 myotubes + simvastatin, ATP luminescence, 48 h; scaled: DMSO 0, geranylgeraniol control 100 | 330,000 compounds, 0.78% hits;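 active means mean ATP rescue above about 67%, or every replicate alone reaching that limit, limit read from the data, passing the limit was not always enough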;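 further: myotubes were challenged with 10 µM simvastatin during compound exposure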
Cneo AK release: Cryptococcus neoformans cell lysis inducers, primary screen, AK release luminescence, single concentration; C. neoformans lysis, adenylate kinase release luminescence, 4 h; normalised: neutral wells 0, clomiphene wells 100; lysis activity, % at 15 µM; 360,000 compounds, 0.2% hits; AID 651654, 2012;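 active means mean lysis activity across replicates of at least 80%, whatever share of replicates individually reach that level; inactive means mean lysis activity below 80%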
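Signal: Adenylate kinase release luminescence | Assay system: Log-phase Cryptococcus neoformans yeast cells | Input: Cells at 5 × 10^6 per mL | Buffer or medium: Fresh YPD growth medium | Compound: Single dose | Schedule: Static 4 h at 37 °C with compound, 1 h detection | Controls: Clomiphene | Read-out: Luminescence rise reflecting yeast cell lysis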
GSIS activator: GLuc luminescence reporter in INS-1E cells, primary screen for activators of glucose-dependent secretion of insulin. INS-1E GLuc reporter insulin secretion, 2-3 h. activation, % at 16.6 µM. 370,000 compounds, 0.61% hits;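 active means lowest replicate activation of at least 40%, so every replicate reaches that level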;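 further: 0% = median of neutral control wells and 100% = median of IBMX positive control wells; some compounds called inactive have numbers as strong as hits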
LGR2 inh: inhibitors of bursicon-induced LGR2 CRE-luciferase signal, primary screen, cell-based, HEK293, CRE-luciferase reporter, bursicon stimulation; bursicon-stimulated, 4 h; Drosophila bursicon receptor LGR2 (rickets); inhibition, % at 9.99 µM; 380,000 compounds, 0.35% hits;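 active means drop in luminescence signal, shown as inhibition above about 50% in the replicate tests, limit read from the data, passing the limit was not always enough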;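 further: agonist challenge used bursicon conditioned medium at about half maximal strength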
ARNT TACC3 PPI: disruptors of ARNT/TACC3 protein interaction, primary screen, biochemical, AlphaScreen, single concentration; Transforming acidic coiled-coil-containing protein 3 (Homo sapiens), Q9Y6A5; AlphaScreen His-ARNT PAS-B/GST-TACC3 binding, luminescence; TACC3 fragment carries E629A point mutation; inhibition, % at 9.99 µM; 390,000 compounds, 0.66% hits;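 active means mean inhibition of replicates at least 50% and at least half of replicates each reaching 50%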;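 further: 0% = complete ARNT plus TACC3 wells and 100% = ARNT alone without TACC3; many hits fall short of the cut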
PAX8 inh HTS: inhibitors of PAX8-driven TPO luciferase reporter, primary screen, RMG-I cells, single concentration; inhibition, % at 12.6 µM; SteadyGlo, 24 h; 360,000 compounds, 1.2% hits;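 active means mean replicate inhibition at least 60% with every replicate also reaching 60%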;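 further: luciferase light reporting Pax8 driven TPO promoter activity; plate controls were median of neutral control wells for no effect and mitoxantrone controls for full effect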
PGC1a acetyl inh: inhibitors of PGC1a acetylation signal, primary screen, cell-based, U2OS, AlphaScreen, inhibitor mode; 350,000 compounds, 0.17% hits; inhibition, % at 15.6 µM; AlphaScreen anti-acetyl-lysine; with virally co-expressed GCN5 acetyltransferase;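 active means every replicate shows inhibition of at least 40%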;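 further: 0% = neutral control wells and 100% = positive control wells; some results beyond the cut were filed as inactive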
PglD DTNB: C. jejuni PglD acetyltransferase inhibitors, primary screen, biochemical, DTNB colorimetric, single point; purified PglD enzyme, DTNB colorimetric CoA detection; inhibition, % at 12.5 µM; 360,000 compounds, 0.098% hits; AID 602405, 2012; in the data active means inhibition above about 16%, passing the limit was not always enough; further: strong numbers were not always called active
The depositor's hits bear a star.

Start of the data: the first 4 records, ahead of the listing:
How did CCOC(=O)c1ccc(S(=O)(=O)N2CCN(C(C)=O)CC2)cc1 do in these assays?
C2C12 statin: 0; Cneo AK release: -2; GSIS activator: 6; LGR2 inh: -6; ARNT TACC3 PPI: 8; PAX8 inh HTS: 9; PGC1a acetyl inh: 2; PglD DTNB: 3

What do the screens show for `CC1CN(CCOc2cccc(Oc3ccccc3)c2)CC(C)O1` (stereo not given)?
C2C12 statin: 3; Cneo AK release: 2; GSIS activator: 6; LGR2 inh: 1; ARNT TACC3 PPI: -3; PAX8 inh HTS: 10; PGC1a acetyl inh: 21; PglD DTNB: 7

What do the screens show for `CN(C)C(=O)C[C@@H]1C[C@@H]2c3cc(NC(=O)CC4CC4)ccc3O[C@@H]2[C@@H](CO)O1`?
C2C12 statin: -1; Cneo AK release: 0; GSIS activator: 6; LGR2 inh: -33; ARNT TACC3 PPI: -5; PAX8 inh HTS: -9; PGC1a acetyl inh: 4; PglD DTNB: -2

How did C[C@@H]1CN([C@@H](C)CO)C(=O)c2cc(NS(=O)(=O)c3cccs3)ccc2O[C@@H]1CN(C)C(=O)Nc1ccc2c(c1)OCO2 do in these assays?
C2C12 statin: -17; Cneo AK release: 0; GSIS activator: -2; LGR2 inh: -11; ARNT TACC3 PPI: -8; PGC1a acetyl inh: 0; PglD DTNB: 3

Main list, repeating the preview:
How did CCOC(=O)c1ccc(S(=O)(=O)N2CCN(C(C)=O)CC2)cc1 do in these assays?
C2C12 statin: 0; Cneo AK release: -2; GSIS activator: 6; LGR2 inh: -6; ARNT TACC3 PPI: 8; PAX8 inh HTS: 9; PGC1a acetyl inh: 2; PglD DTNB: 3

What do the screens show for `CC1CN(CCOc2cccc(Oc3ccccc3)c2)CC(C)O1` (stereo not given)?
C2C12 statin: 3; Cneo AK release: 2; GSIS activator: 6; LGR2 inh: 1; ARNT TACC3 PPI: -3; PAX8 inh HTS: 10; PGC1a acetyl inh: 21; PglD DTNB: 7

What do the screens show for `CN(C)C(=O)C[C@@H]1C[C@@H]2c3cc(NC(=O)CC4CC4)ccc3O[C@@H]2[C@@H](CO)O1`?
C2C12 statin: -1; Cneo AK release: 0; GSIS activator: 6; LGR2 inh: -33; ARNT TACC3 PPI: -5; PAX8 inh HTS: -9; PGC1a acetyl inh: 4; PglD DTNB: -2

How did C[C@@H]1CN([C@@H](C)CO)C(=O)c2cc(NS(=O)(=O)c3cccs3)ccc2O[C@@H]1CN(C)C(=O)Nc1ccc2c(c1)OCO2 do in these assays?
C2C12 statin: -17; Cneo AK release: 0; GSIS activator: -2; LGR2 inh: -11; ARNT TACC3 PPI: -8; PGC1a acetyl inh: 0; PglD DTNB: 3

What do the screens show for `CCN(CC(=O)NCc1cccs1)S(=O)(=O)c1ccc(NC(C)=O)cc1`?
C2C12 statin: 8; GSIS activator: 5; LGR2 inh: -4; ARNT TACC3 PPI: -2; PAX8 inh HTS: -11

What do the screens show for `CCOC(=O)c1cc(C(=O)NN)c(C)nc1C`?
C2C12 statin: 1; GSIS activator: 2; LGR2 inh: 9; ARNT TACC3 PPI: -2; PAX8 inh HTS: -7; PGC1a acetyl inh: 0

Results for O=C(NCCC1CCCCN1S(=O)(=O)c1ccccc1)C(=O)NC1CCCC1 (stereo not given) ?
GSIS activator: -43; LGR2 inh: 8; ARNT TACC3 PPI: 4; PAX8 inh HTS: 7

What do the screens show for `S=c1[nH]c(-c2ccccc2)cn1/N=C/c1cccnc1`?
C2C12 statin: -1; GSIS activator: 23; LGR2 inh: -31; ARNT TACC3 PPI: -12; PAX8 inh HTS: -25; PGC1a acetyl inh: -5

What do the screens show for `O=C(NCc1n[nH]c(=S)n1-c1ccccc1)c1ccc(S(=O)(=O)N2CCOCC2)cc1`?
C2C12 statin: 3; Cneo AK release: 1; ARNT TACC3 PPI: -4; PGC1a acetyl inh: 2; PglD DTNB: -3

Results for Cc1ccc2nc(SCc3cn4cccnc4n3)[nH]c2c1 ?
C2C12 statin: -3; Cneo AK release: -1; GSIS activator: 16; LGR2 inh: -26; ARNT TACC3 PPI: 1; PAX8 inh HTS: 0; PGC1a acetyl inh: -3; PglD DTNB: -8

How did COc1ccc(C)cc1S(=O)(=O)NCCc1ccccc1 do in these assays?
C2C12 statin: 9; Cneo AK release: 5; ARNT TACC3 PPI: -15; PGC1a acetyl inh: -1; PglD DTNB: -4

Results for CCS(=O)(=O)N1CC(=O)N2[C@H](CO)[C@@H](c3ccc(-c4ccc(F)cc4)cc3)[C@H]2C1 ?
GSIS activator: -2; LGR2 inh: 11; PAX8 inh HTS: 6; PGC1a acetyl inh: 5

How did O=C(CCn1ccnc1)Nc1cc(Cl)ccc1O do in these assays?
C2C12 statin: 0; Cneo AK release: -1; GSIS activator: 3; LGR2 inh: -1; ARNT TACC3 PPI: 18; PAX8 inh HTS: -26; PGC1a acetyl inh: 4; PglD DTNB: -4

Results for Cc1ccc2c(c1)cc1c(=O)[nH]ncn12 ?
C2C12 statin: 2; Cneo AK release: -3; ARNT TACC3 PPI: 0; PGC1a acetyl inh: -1; PglD DTNB: -2

What do the screens show for `C[C@@H]1CN([C@H](C)CO)C(=O)c2cc(Br)cnc2O[C@H]1CN(C)C(=O)C1CCC1`?
C2C12 statin: 4; GSIS activator: 12; LGR2 inh: 10; PGC1a acetyl inh: 0

What do the screens show for `COc1ccc(S(=O)(=O)N2CCc3ccccc32)cc1C(=O)N1CCOCC1`?
C2C12 statin: 10; Cneo AK release: -1; GSIS activator: -5; LGR2 inh: -9; ARNT TACC3 PPI: -8; PglD DTNB: 7

What do the screens show for `CCOC(=O)c1ccc(NC(=O)CC2S/C(=N/N=C3/NC(=O)CS3)NC2=O)cc1` (stereo not given)?
GSIS activator: -3; LGR2 inh: -9; ARNT TACC3 PPI: -2; PAX8 inh HTS: 2; PGC1a acetyl inh: -2

How did Cc1ccc(C(=O)N/C(=C\c2ccccc2)C(=O)NCC2CCCO2)cc1 (stereo not given) do in these assays?
C2C12 statin: 0; Cneo AK release: -3; GSIS activator: 3; LGR2 inh: 14; ARNT TACC3 PPI: -7; PAX8 inh HTS: 6; PGC1a acetyl inh: 4; PglD DTNB: -4

How did Cc1ccc(S(=O)(=O)NC(CC(=O)O)c2ccc(F)cc2)cc1 (stereo not given) do in these assays?
C2C12 statin: -2; Cneo AK release: 3; GSIS activator: -10; LGR2 inh: -6; ARNT TACC3 PPI: -3; PAX8 inh HTS: -8; PGC1a acetyl inh: 7; PglD DTNB: 2

Results for CSc1ncccc1C(=O)OCC(=O)N1CCCC1 ?
C2C12 statin: 1; Cneo AK release: 1; GSIS activator: 11; LGR2 inh: -5; PAX8 inh HTS: -10; PglD DTNB: 2

How did O=C(C[C@@H]1CC[C@@H](NS(=O)(=O)c2ccc(F)cc2)[C@@H](CO)O1)N1CCc2ccccc2C1 do in these assays?
C2C12 statin: -1; Cneo AK release: 1; GSIS activator: -2; LGR2 inh: 3; ARNT TACC3 PPI: -4; PAX8 inh HTS: -1; PGC1a acetyl inh: -6; PglD DTNB: 2

How did CC1=CC(=C2C(=O)c3ccccc3C2=O)C=C(C)O1 do in these assays?
GSIS activator: 27; LGR2 inh: -23; ARNT TACC3 PPI: -2; PAX8 inh HTS: -15

How did O=c1[nH]cnc2c1ccn2C1OC(CO)C(O)C1O (stereo not given) do in these assays?
C2C12 statin: -17; Cneo AK release: -1; ARNT TACC3 PPI: 10; PGC1a acetyl inh: -138; PglD DTNB: -2

Results for O=C(CSc1ccccc1)Nc1nc2ccccc2[nH]1 ?
GSIS activator: 7; LGR2 inh: -30; ARNT TACC3 PPI: -1; PAX8 inh HTS: -77

Results for COc1ccc(OCC(=O)N/N=C(\C)c2ccc(OC)cc2)cc1 ?
GSIS activator: 3; LGR2 inh: 3; ARNT TACC3 PPI: -3; PAX8 inh HTS: 4; PGC1a acetyl inh: 11

How did COCC#Cc1ccc2c(c1)O[C@@H](CN(C)Cc1ccccc1F)[C@@H](C)CN([C@@H](C)CO)S2(=O)=O do in these assays?
C2C12 statin: -4; Cneo AK release: 0; GSIS activator: -21; LGR2 inh: -24; ARNT TACC3 PPI: 5; PGC1a acetyl inh: 0; PglD DTNB: -1

Results for CC(c1ccccc1)C(CC(=O)O)C(=O)Nc1ccc(Cl)c(Cl)c1 (stereo not given) ?
C2C12 statin: -20; Cneo AK release: 0; GSIS activator: -5; LGR2 inh: -8; ARNT TACC3 PPI: 2; PAX8 inh HTS: 6; PglD DTNB: -1

What do the screens show for `Cc1ccc(S(=O)(=O)NCC2CCC(C(=O)N3CCOCC3)CC2)cc1` (stereo not given)?
C2C12 statin: 0; Cneo AK release: 1; GSIS activator: 14; LGR2 inh: -5; ARNT TACC3 PPI: 9; PAX8 inh HTS: -18; PGC1a acetyl inh: -4; PglD DTNB: -5

Results for COc1ccc(NC(=O)Nc2cnccn2)c(OC)c1 ?
Cneo AK release: 0; GSIS activator: -1; LGR2 inh: -15; ARNT TACC3 PPI: 9; PAX8 inh HTS: -18; PglD DTNB: -1

What do the screens show for `CCCc1nnc(NC(=O)CCC(=O)NCc2ccc(OC)cc2)s1`?
Cneo AK release: -1; GSIS activator: -4; LGR2 inh: 2; ARNT TACC3 PPI: -2; PAX8 inh HTS: 2; PGC1a acetyl inh: -1; PglD DTNB: 0

What do the screens show for `O=C(NCc1ccco1)C(c1ccccc1)N(C(=O)Cc1cccs1)c1ccccc1F` (stereo not given)?
C2C12 statin: 98*; Cneo AK release: -2; ARNT TACC3 PPI: -1; PAX8 inh HTS: 9; PGC1a acetyl inh: -3; PglD DTNB: 2

Results for COc1cc(OC)c(Nc2cc(C)nc3nc(C)nn23)cc1Cl ?
C2C12 statin: 7; Cneo AK release: 4; GSIS activator: 6; LGR2 inh: 1; ARNT TACC3 PPI: -6; PAX8 inh HTS: 7; PglD DTNB: 1

How did COc1cc(OC)cc(C(=O)NCC2CCCN(C(=O)c3csc(C(C)C)n3)C2)c1 (stereo not given) do in these assays?
C2C12 statin: -20; Cneo AK release: -2; GSIS activator: 5; LGR2 inh: -4; ARNT TACC3 PPI: 1; PAX8 inh HTS: 5; PGC1a acetyl inh: 5; PglD DTNB: -5

What do the screens show for `C[C@@H]1CN([C@@H](C)CO)C(=O)c2cc(N(C)C)ccc2O[C@H]1CN(C)CC1CCCCC1`?
C2C12 statin: 16; Cneo AK release: 2; GSIS activator: 7; LGR2 inh: -7; ARNT TACC3 PPI: 9; PAX8 inh HTS: -5; PGC1a acetyl inh: 5; PglD DTNB: -1

Results for O=C(COC(=O)CCc1ccccc1)Nc1ccc(F)cc1Cl ?
C2C12 statin: 2; Cneo AK release: -1; GSIS activator: 6; LGR2 inh: -13; ARNT TACC3 PPI: -2; PAX8 inh HTS: -8; PglD DTNB: -1

How did COC(=O)c1ccc(NC(=O)CCN2CCN(Cc3ccccc3)CC2)cc1 do in these assays?
C2C12 statin: 8; Cneo AK release: 0; GSIS activator: 18; LGR2 inh: 36; ARNT TACC3 PPI: -4; PGC1a acetyl inh: -7; PglD DTNB: 3

What do the screens show for `CC(C)=CCCC1(C)C=Cc2c(ccc3c2[nH]c2cc(O)c(C)cc23)O1` (stereo not given)?
C2C12 statin: 14; Cneo AK release: 6; ARNT TACC3 PPI: 6; PGC1a acetyl inh: -12; PglD DTNB: 1

How did COc1ccccc1CNC(=O)Nc1cccs1 do in these assays?
Cneo AK release: -2; GSIS activator: 7; LGR2 inh: -18; ARNT TACC3 PPI: 4; PGC1a acetyl inh: -2; PglD DTNB: -1
